NCI-60 one-dose screen, 48 h, at 10 µM unless noted. Numbers give growth in % (100 = growth as untreated, 0 = no growth, -100 = all killed).
OVCAR-4 = OVCAR-4 ovarian cancer cells. 80,000 compounds, 3.7% hits. AID 1794784
CAKI-1 = CAKI-1 renal cancer; 75,000 compounds, 4.7% hits
ACHN = ACHN renal cancer. 81,000 compounds, 4.9% hits
OVCAR-8 = OVCAR-8 ovarian cancer. 81,000 compounds, 4.4% hits
OVCAR-3 = OVCAR-3 ovarian cancer. 79,000 compounds, 7% hits
A498 = A498 renal cancer cells; 76,000 compounds, 5.4% hits; AID 1794774
RXF 393 = RXF 393 renal cancer cells | 77,000 compounds, 6.9% hits
OVCAR-5 = OVCAR-5 ovarian cancer. AID 1794783. 82,000 compounds, 2.9% hits
An asterisk follows results filed as active; & = joins results of further samples; ! = a repeat was not active; [ ] = remark or other dose. How the source made its calls: active means growth percent below 10; inactive means the rest.

What do the screens show for `NS(=O)(=O)c1ccc(N/C=C/C(=O)c2ccc(F)cc2)cc1`?
OVCAR-4: 106; CAKI-1: 98; ACHN: 107; OVCAR-8: 103; A498: 106; RXF 393: 117; OVCAR-5: 116

How did Cc1nc2ccc(OCc3cn(-c4ccc(F)c(Cl)c4)nn3)cc2c(=O)n1-c1ccccc1 do in these assays?
OVCAR-4: 95; ACHN: 112; OVCAR-8: 96; OVCAR-3: 102; RXF 393: 102; OVCAR-5: 105

Results for COc1ccc(OC)c(-n2cc(C#N)c(N)c2C(C)=O)c1 ?
OVCAR-4: 111; CAKI-1: 89; ACHN: 107; OVCAR-8: 97; OVCAR-3: 114; A498: 107; RXF 393: 104; OVCAR-5: 98

What do the screens show for `COc1ccc(/C(C#N)=C2C=C/C(=N/O)c3ccccc3\2)cc1`?
OVCAR-4: 36; CAKI-1: 25; ACHN: 23; OVCAR-8: 19; OVCAR-3: 1.6*; A498: -8.1*; RXF 393: 54; OVCAR-5: 27

How did CC[C@]12C=CCN3CC[C@@]4(c5ccc(OC)cc5N(C)[C@H]4[C@@](O)(C(=O)OC)[C@@H]1OC(=O)CCCCOc1cc(O)c4c(=O)cc(-c5ccccc5)oc4c1)[C@@H]32 do in these assays?
OVCAR-4: 91; CAKI-1: 68; ACHN: 47; OVCAR-8: 85; OVCAR-3: 94; A498: 99; OVCAR-5: 95

Results for O=c1[nH]c(=O)c2cc3ccccc3nc2[nH]1 ?
OVCAR-4: 113; CAKI-1: 94; ACHN: 100; OVCAR-8: 102; OVCAR-3: 102; A498: 93; RXF 393: 108; OVCAR-5: 94

Results for O=C(/C=C/c1cnc[nH]1)N1CCc2ccc([N+](=O)[O-])cc2C1 ?
OVCAR-4: 105; CAKI-1: 91; ACHN: 102; OVCAR-8: 102; OVCAR-3: 118; A498: 73; RXF 393: 114; OVCAR-5: 96

Results for O=C(CSc1nnc(COc2cnc3ccccc3n2)o1)Nc1cc(Cl)ccc1Cl ?
OVCAR-4: 107; CAKI-1: 80; ACHN: 94; OVCAR-8: 99; OVCAR-3: 118; A498: 71; RXF 393: 114; OVCAR-5: 93

What do the screens show for `Cc1ccc2ccc3ccc(C)nc3c2n1.Cc1ccc2ccc3ccc(C)nc3c2n1.Oc1c(Cl)cc(Cl)c2ccc(CN3CCCCC3)nc12.[Ru]`?
OVCAR-4: -46*; CAKI-1: -78*; ACHN: -96*; OVCAR-8: -75*; OVCAR-3: -95*; A498: -89*; RXF 393: -84*; OVCAR-5: -72*

Results for Cc1ccc(C(=O)N/N=C/c2ccc(F)cc2)cn1 ?
OVCAR-4: 102; CAKI-1: 89; ACHN: 103; OVCAR-3: 105; A498: 87; RXF 393: 106; OVCAR-5: 96

Compounds above that have a halogen:
What do the screens show for `NS(=O)(=O)c1ccc(N/C=C/C(=O)c2ccc(F)cc2)cc1`?
OVCAR-4: 106; CAKI-1: 98; ACHN: 107; OVCAR-8: 103; A498: 106; RXF 393: 117; OVCAR-5: 116

How did Cc1nc2ccc(OCc3cn(-c4ccc(F)c(Cl)c4)nn3)cc2c(=O)n1-c1ccccc1 do in these assays?
OVCAR-4: 95; ACHN: 112; OVCAR-8: 96; OVCAR-3: 102; RXF 393: 102; OVCAR-5: 105

Results for O=C(CSc1nnc(COc2cnc3ccccc3n2)o1)Nc1cc(Cl)ccc1Cl ?
OVCAR-4: 107; CAKI-1: 80; ACHN: 94; OVCAR-8: 99; OVCAR-3: 118; A498: 71; RXF 393: 114; OVCAR-5: 93

What do the screens show for `Cc1ccc2ccc3ccc(C)nc3c2n1.Cc1ccc2ccc3ccc(C)nc3c2n1.Oc1c(Cl)cc(Cl)c2ccc(CN3CCCCC3)nc12.[Ru]`?
OVCAR-4: -46*; CAKI-1: -78*; ACHN: -96*; OVCAR-8: -75*; OVCAR-3: -95*; A498: -89*; RXF 393: -84*; OVCAR-5: -72*

Results for Cc1ccc(C(=O)N/N=C/c2ccc(F)cc2)cn1 ?
OVCAR-4: 102; CAKI-1: 89; ACHN: 103; OVCAR-3: 105; A498: 87; RXF 393: 106; OVCAR-5: 96

Next compounds.
What do the screens show for `COc1ccc2c(c1)c(-c1nonc1-c1cn(C3O[C@H](COC(C)=O)[C@@H](OC(C)=O)[C@H](OC(C)=O)[C@H]3OC(C)=O)c3ccc(OC)cc13)cn2C1O[C@H](COC(C)=O)[C@@H](OC(C)=O)[C@H](OC(C)=O)[C@H]1OC(C)=O` (stereo partly drawn)?
OVCAR-4: 111; CAKI-1: 84; ACHN: 100; OVCAR-8: 86; OVCAR-3: 114; A498: 103; RXF 393: 102; OVCAR-5: 97

Results for O=C(Nc1nc(C(=O)N2CCN(C(c3ccccc3)c3ccccc3)CC2)cs1)c1ccc(NCCc2ccccc2)c([N+](=O)[O-])c1 ?
OVCAR-4: 61[5.5 µM]; CAKI-1: 73[5.5 µM]; ACHN: 85[5.5 µM]; OVCAR-8: 77[5.5 µM]; OVCAR-3: 93[5.5 µM]; A498: 90[5.5 µM]; RXF 393: 87[5.5 µM]; OVCAR-5: 114[5.5 µM]

Results for O=C(O)CNC(=O)c1cccc(N2C(=O)/C(=C/c3cccc(F)c3)SC2=S)c1 ?
OVCAR-4: 100; CAKI-1: 89; ACHN: 100; OVCAR-8: 101; OVCAR-3: 114; A498: 105; RXF 393: 103; OVCAR-5: 96

Results for O=C(O)c1ccccc1OP(=O)(O)O ?
OVCAR-4: 101; CAKI-1: 90; ACHN: 101; OVCAR-8: 104; OVCAR-3: 121; A498: 94; OVCAR-5: 99

Results for Cc1ccc(-n2cc3c(-c4cc5c(ccc6ccccc65)oc4=O)n[nH]c(=O)c3n2)cc1 ?
OVCAR-4: 75; ACHN: 93; OVCAR-8: 89; OVCAR-3: 75; A498: 103; RXF 393: 88; OVCAR-5: 107

How did c1ccc(Nc2nnc(-c3cccnc3)s2)cc1 do in these assays?
OVCAR-4: 106; CAKI-1: 97; ACHN: 102; OVCAR-8: 99; OVCAR-3: 107; A498: 59; RXF 393: 102; OVCAR-5: 108

Results for O=C(NNc1nccc(Nc2ccc(S(=O)(=O)Nc3ccncc3)cc2)n1)c1cccs1 ?
OVCAR-4: 112; CAKI-1: 95; ACHN: 101; OVCAR-8: 100; OVCAR-3: 95; A498: 106; RXF 393: 106; OVCAR-5: 94

What do the screens show for `CCN(CC)c1ccc(C=O)c(OCc2cn(CC(=O)Nc3ccccc3F)nn2)c1`?
OVCAR-4: 93; CAKI-1: 84; ACHN: 81; OVCAR-8: 96; OVCAR-3: 104; A498: 111; RXF 393: 83; OVCAR-5: 103

What do the screens show for `CCCc1c(CC)c(=N)c2ccccc2n1C`?
OVCAR-4: 80; CAKI-1: 40; ACHN: 66; OVCAR-8: 76; OVCAR-3: 85; A498: 42; RXF 393: 8.1*; OVCAR-5: 100

What do the screens show for `CN(C)CCCOc1ccccc1NC1=C(Cl)C(=O)C(Nc2ccccc2OCCCN(C)C)=C(Cl)C1=O`?
OVCAR-4: -99*; ACHN: -98*; OVCAR-8: -84*; OVCAR-3: -90*; A498: 65; RXF 393: -98*; OVCAR-5: -60*

What do the screens show for `COc1ccc(C(=O)/C=C/c2sc(Cl)nc2Cl)cc1`?
OVCAR-4: 42; CAKI-1: 27; ACHN: -45*; OVCAR-8: 23; OVCAR-3: -3.8*; A498: 93; RXF 393: 25; OVCAR-5: 47

Results for OC(c1ccccc1)c1ccccc1CN1CCCNC1=S (stereo not drawn) ?
CAKI-1: 95; ACHN: 101; OVCAR-8: 104; OVCAR-3: 119; A498: 97; RXF 393: 113; OVCAR-5: 102

How did C=C1C(=O)O[C@H]2[C@H]1CC/C(CNC(=O)c1c[nH]c3ccc(F)cc13)=C\CC[C@@]1(C)O[C@@H]21 do in these assays?
OVCAR-4: 49; CAKI-1: 16; ACHN: -18*; OVCAR-8: -33*; OVCAR-3: -37*; A498: 15; RXF 393: -85*; OVCAR-5: 20

What do the screens show for `O=C(c1ccc(O)cc1)[C@@H]1CN[C@]2(C(=O)Nc3ccccc32)[C@H]1c1ccc(F)cc1`?
OVCAR-4: 104; CAKI-1: 91; ACHN: 97; OVCAR-8: 100; OVCAR-3: 117; A498: 117; OVCAR-5: 102

What do the screens show for `NC1=CC(=O)C(=O)c2cccnc21`?
OVCAR-4: 92; CAKI-1: 83; ACHN: 60; OVCAR-8: 76; OVCAR-3: 84; A498: 93; RXF 393: 84; OVCAR-5: 101

What do the screens show for `c1ccc(CNc2nc(Nc3ccccc3)nc3ccccc23)cc1`?
OVCAR-4: 37; CAKI-1: 40; ACHN: 34; OVCAR-8: 35; OVCAR-3: 40; A498: 37; RXF 393: 2.8*; OVCAR-5: 73

How did O=c1[nH]c2ccccc2cc1CSc1nccc(-c2ccc(-c3ccccc3)cc2)n1 do in these assays?
OVCAR-4: 91; CAKI-1: 103; ACHN: 110; OVCAR-8: 99; OVCAR-3: 105; A498: 112; RXF 393: 105; OVCAR-5: 107

What do the screens show for `CCCC[C@@H](CC)COC(=O)C(C#N)=C(c1ccccc1)c1ccccc1`?
OVCAR-4: 65; CAKI-1: 60; ACHN: 90; OVCAR-8: 93; OVCAR-3: 89; A498: 86; RXF 393: 82; OVCAR-5: 91

Results for CC1CC=CCC1C(=O)O (stereo not drawn) ?
OVCAR-4: 106&118; CAKI-1: 98&143; ACHN: 107&103; OVCAR-8: 99&112; OVCAR-3: 109&103; A498: 102&101; RXF 393: 112&107; OVCAR-5: 108&111

What do the screens show for `CC1(C)[C@@H](OC(=O)c2cccnc2)CC[C@]2(C)[C@H]3C(=O)C=C4[C@@H]5C[C@](C)(C(=O)N6CCNCC6)CC[C@]5(C)CC[C@@]4(C)[C@]3(C)CC[C@@H]12`?
OVCAR-4: 94; CAKI-1: 96; ACHN: 110; OVCAR-8: 102; OVCAR-3: 98; A498: 96; RXF 393: 104; OVCAR-5: 110

How did O=C(COC(=O)c1cc2ccccc2cc1O)Nc1ccc2c(c1)OCO2 do in these assays?
OVCAR-4: 119; CAKI-1: 86; ACHN: 96; OVCAR-8: 77; OVCAR-3: 107; A498: 117; OVCAR-5: 101

How did COc1cc(/C=N/n2cnc3oc(-c4ccccc4)cc3c2=N)cc(CN2CCOCC2)c1O do in these assays?
OVCAR-4: 73; CAKI-1: 44; ACHN: 28; OVCAR-8: 60; OVCAR-3: 108; A498: 54; RXF 393: -18*; OVCAR-5: 84

How did CC1=CC(=O)C=CC1(C)C(Cl)(Cl)Cl (stereo not drawn) do in these assays?
OVCAR-4: 114; CAKI-1: 104; ACHN: 97; OVCAR-8: 90; OVCAR-3: 116; A498: 88; RXF 393: 115; OVCAR-5: 101

How did COc1ccc2cc3[n+](cc2c1OC)CCc1cc2c(cc1-3)OCO2 do in these assays?
OVCAR-4: 79&48; CAKI-1: 90&82; ACHN: 91; OVCAR-8: 45; OVCAR-3: 54&55; A498: 91&87; RXF 393: 61&89; OVCAR-5: 70

Results for COc1ccc2c(c1)[nH]c(=O)c1c3cc(C)c(C)cc3cn21 ?
OVCAR-4: 42; ACHN: 17; OVCAR-8: -28*; A498: 42; RXF 393: -49*; OVCAR-5: 29

Results for Cc1ccc2c(c1)c(=O)n(-c1ccccc1)c1nnc(-c3ccccc3)n21 ?
OVCAR-4: 88; CAKI-1: 100; ACHN: 101; OVCAR-8: 102; OVCAR-3: 119; RXF 393: 91; OVCAR-5: 95

What do the screens show for `CCOC(=O)C1=C(C)n2nc(CC#N)c(C#N)c2NC1c1cc(Br)ccc1O` (stereo not drawn)?
OVCAR-4: 90; ACHN: 96; OVCAR-8: 107; OVCAR-3: 82; A498: 106; RXF 393: 116; OVCAR-5: 104

What do the screens show for `CCN(CC)CCCC(C)Nc1cnc(C(=O)Nc2cc(F)cc3cccnc23)cn1` (stereo not drawn)?
OVCAR-4: -83*!; CAKI-1: -38*!; ACHN: -3.0*!; OVCAR-8: -44*!; OVCAR-3: -79*; A498: 63; RXF 393: -84*!; OVCAR-5: -24*!

Results for CCCC(C(O)CC)[N+](=O)[O-] (stereo not drawn) ?
OVCAR-4: 100; CAKI-1: 99; ACHN: 99; OVCAR-8: 108; OVCAR-3: 107; RXF 393: 101; OVCAR-5: 95

How did COc1ccc(OC)c(-c2nc3sc(-c4c[nH]c5ccccc45)nn3c2C=O)c1 do in these assays?
OVCAR-4: 94; CAKI-1: 97; ACHN: 94; OVCAR-8: 98; OVCAR-3: 94; A498: 75; RXF 393: 96; OVCAR-5: 96

How did Cc1cc(=O)n2[nH]nnc2n1 do in these assays?
OVCAR-4: 94; CAKI-1: 102; ACHN: 96; OVCAR-8: 103; OVCAR-3: 116; A498: 112; RXF 393: 113; OVCAR-5: 96

What do the screens show for `CCCCn1cnc2c(=S)nc[nH]c21`?
OVCAR-4: 112; CAKI-1: 106; ACHN: 109; OVCAR-8: 113; OVCAR-3: 114; A498: 95; RXF 393: 103; OVCAR-5: 103

Results for COc1cccc2sc(NCN3N=C(C)CC3=O)nc12 ?
OVCAR-4: 102; CAKI-1: 101; ACHN: 101; OVCAR-8: 101; OVCAR-3: 113; A498: 95; OVCAR-5: 110

How did OC(c1ccccc1)c1ccc(Cl)cc1 (stereo not drawn) do in these assays?
CAKI-1: 96; ACHN: 104; OVCAR-8: 102; OVCAR-3: 119; A498: 111; RXF 393: 122; OVCAR-5: 102

What do the screens show for `Cc1ccc(C(=O)N2C/C(=C/c3ccccc3)C(=O)/C(=C/c3ccccc3)C2)cc1`?
OVCAR-4: 75; CAKI-1: 63; ACHN: 73; OVCAR-8: 49; OVCAR-3: 58; A498: 72; RXF 393: 31; OVCAR-5: 105

What do the screens show for `COC(=O)c1ccc(-c2ccccc2Oc2ccc3nnc(Cl)n3n2)cc1`?
OVCAR-4: 97; CAKI-1: 81; ACHN: 99; OVCAR-8: 100; A498: 104; RXF 393: 105; OVCAR-5: 94
